Assay outcomes (PubChem)
ERK EGF inh = qHTS Assay for Inhibitors of the ERK Signaling Pathway using a Homogeneous Screening Assay; Stimulation with EGF; Potency, µM (doses to about 11.5 µM), inactives show at the highest dose activity change, negative = inhibition, most hits filed as inhibitors; HEK293-V1b, EGF-stimulated phospho-ERK AlphaScreen; 130,000 tested, 0.41% active; active means well fitted inhibition curve with a large enough effect; inconclusive means small, poorly fitted or top-dose-only effect, or effect the other way;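 further: plate controls were stimulated vehicle wells for no effect and unstimulated vehicle basal for full effect; nearly all actives have a fitted effect of over 55% in size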
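Compounds are titrated over HEK293-V1b cells kept overnight in 1% FBS. After 30 min at 37C, EGF (25 nM final) triggers ERK phosphorylation for 5 min, measured by AlphaScreen in lysates.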
* marks the source's active call; other numbers are inactive results; ? = inconclusive; [ ] = remark or other dose. Potency means the concentration at half of the fitted maximal effect.

SMILES	ERK EGF inh
c1ccc(Nc2nc(-c3cccs3)cs2)nc1	2%
O=C(c1ccc2ccccc2c1)N1CCN(S(=O)(=O)/C=C/c2ccccc2)CC1	-2%
CC1(C)Cc2ccccc2-c2nnc(SCc3ccccc3)n21	-4%
CC(C)c1nc(NCCO)c2nnn(Cc3ccccc3)c2n1	-10%
COc1ccc(N=C2SC(C(=O)Nc3ccc(OC)cc3)CC(=O)N2CCN2CCOCC2)cc1 (stereo not drawn)	-6%
CCCCC/C=C\C\C=C/C=C/C=C/[C@@H](SCC(N)C(=O)O)[C@@H](O)CCCC(=O)O (stereo partly drawn)	4%
Cc1cc(Nc2ccc(O)cc2)n2c(nc3ccccc32)c1C#N	2%
COc1ccc(NC(=O)c2sc3nc(Cc4ccccc4)cc(C(F)(F)F)c3c2N)cc1OC	9%
O=C(CCC1CCCN(C(=O)c2ccoc2)C1)NCc1ccccc1F (stereo not drawn)	15%
Cn1c(SC2CCCCC2=O)nnc1-c1ccccc1F (stereo not drawn)	2%
COc1ccc(C2CC(C)(c3ccc(OC)cc3)Nc3ccccc3N2)cc1 (stereo not drawn)	-4%[57.5 µM]
CN(C)/C=C(/C(=O)c1ccccc1Cl)S(C)(=O)=O	3%
O=C(CCCSc1nc2ccccc2[nH]1)Nc1ccccc1	3%
CNC(=O)CSc1cn(CC(=O)N(C(C)C)C(C)C)c2ccccc12	-4%
Fc1ccc(-c2nnc(CSc3nnc4ccccn34)o2)cc1	0%
COCCn1c(C)cc(C(=O)COC(=O)c2cccc(O)c2)c1C	-1%[57.5 µM]
COc1ccc(C(=O)NCC(=O)NCC(=O)OCc2ccc(Br)cc2)cc1	-5%
N#Cc1cccc(NC(=O)N2CC[C@@]3(CCCN(C(=O)c4ccco4)C3)C2)c1	-2%
Cc1ccc(-c2csc3ncn(Cc4ccc(C(=O)O)cc4)c(=O)c23)cc1C	-4%
CCC(=O)c1ccc(OCc2ccccc2)c(OC)c1	6%
Cc1ccc(NC(=S)NNC(=O)c2nnn(-c3ccccc3)c2C)cc1	-1%
Cc1cccc(-n2cc(C#N)c(=O)[nH]c2=O)n1	-1%
O=C(CC12CC3CC(CC(C3)C1)C2)N/N=C/c1ccc([N+](=O)[O-])o1	5%
O=C(c1cc(=O)c2ccccc2o1)N1CCN(c2ccccc2F)CC1	4%
COC(=O)[C@@]1(Cc2ccc(OC)cc2)[C@H]2c3cc(C(=O)N4CCCC4)n(Cc4cc(C)n(C)n4)c3C[C@H]2CN1C(=O)c1ccccc1	2%
Cc1cc(C)cc(C(=O)NN2CCN(C)CC2)c1	-5%
Cc1ccc(C)c(NC(=S)NNC(=O)c2csc(C)c2)c1	12%
O=C1/C(=C/c2ccncc2)N=C2CCCCCN12	-10%[57.5 µM]
CC(C)(C)[C@@H]1C=C(C(=O)N2CCOCC2)O[C@H](OCc2ccc(CO)cc2)C1	-10%[57.5 µM]
CC(C(=O)OCC(=O)c1c(N)n(C)c(=O)n(C)c1=O)N1C(=O)c2ccccc2C1=O (stereo not drawn)	-4%
O=c1oc2ccccc2c(Nc2ccc(Cl)cc2)c1[N+](=O)[O-]	6%[57.5 µM]
CCOC(=O)C1CCCN(C(=S)Nc2ccc(Nc3ccccc3)cc2)C1 (stereo not drawn)	-6%
Cc1occc(=O)c1OCc1ccccc1	2%
CCOC(=O)c1nn(-c2cccc(Cl)c2)c2nc(CC(C)C)c(C#N)c(=O)n12	-14%
COCC(C)n1c(SCc2cc(=O)n3cc(C)ccc3n2)nc2ccccc2c1=O (stereo not drawn)	4%
CCOc1cc(/C=N\O)cc(Cl)c1OCC	-3%
CCOC(=O)NC(=O)/C(C#N)=N\Nc1cccc(Cl)c1	1%[57.5 µM]
CCSC(=S)Nc1c(C)n(C)n(-c2ccccc2)c1=O	4%
Cc1ccc(COC(=O)c2ccc3c(c2)C(=O)N(CCCN2CCOCC2)C3=O)cc1	-6%
Cc1ccc(OCc2nnc(NC(=O)c3cccnc3)s2)cc1	-2%[57.5 µM]
NNc1nc2c(F)cccc2s1	-2%
NC(N)=NS(=O)(=O)c1ccc(N=C2C(=O)Nc3ccccc32)cc1	-3%[57.5 µM]
Cc1c(C(=O)N(Cc2ccccc2)C(C)C)cnn1-c1ccccc1	-9%[57.5 µM]
CC(C)OCCCNC(=O)c1cc(Sc2ccc(F)cc2)nc2ccccc12	3%
Cc1cc(C)nc(N2CCC(C(=O)Nc3ccc4c(c3)OCCO4)CC2)n1	-2%
Cc1cc(=O)oc(C)c1C(=O)OC(C(=O)c1ccccc1)c1ccccc1 (stereo not drawn)	6%
COc1ccc(OC)c(C(=O)N2CCC(C(=O)c3ccc(F)cc3)CC2)c1	-1%
Clc1ccc2c(c1)C(N1CCNCC1)Cc1ccccc1S2 (stereo not drawn)	?
O=C(CC1C(=O)NCCN1Cc1cccc(Oc2ccccc2)c1)NCCc1ccccn1 (stereo not drawn)	-1%
CCn1c(C)nc2cc(C(=O)NNC(=O)Nc3ccc(Cl)cc3)ccc21	4%
Next section:
SMILES	ERK EGF inh
C=CCNC(=O)C1CCN(c2cc(C)nc(-c3ccccc3)n2)CC1	1%
CN=c1scc(-c2cccs2)n1/N=C/c1ccccc1O	5%
Cc1cc(-c2ccccc2)oc(=O)c1NC(=O)c1ccccc1	-6%
Cc1[nH]nc2c1C(C(C)c1ccccc1)C(C#N)=C(N)O2 (stereo not drawn)	9%
CCOc1ccc(S(=O)(=O)N/N=C(\C)Cc2ccc(OC)cc2)cc1	5%
O=C(c1cnc2n(c1=O)CCS2)N1CCN(c2ccccc2Cl)CC1	-10%[57.5 µM]
O=C(Nc1ccccc1)Nc1cc(OCC(F)(F)F)cc(OCC(F)(F)F)c1	3%
O=C(Nc1ccccn1)c1sc2cccc(F)c2c1Cl	1%
O=C(O)/C=C/c1cn(Cc2ccccc2Cl)nc1-c1ccccc1	22%[57.5 µM]
CCCCC1=CC2=CC(=O)C(C)(OC(=O)CC)C(=O)C2=CN1Cc1ccco1 (stereo not drawn)	-2%[57.5 µM]

Not a retest: 23 of the compounds above.
SMILES	ERK EGF inh
COCC(C)n1c(SCc2cc(=O)n3cc(C)ccc3n2)nc2ccccc2c1=O (stereo not drawn)	4%
CCOc1cc(/C=N\O)cc(Cl)c1OCC	-3%
CCOC(=O)NC(=O)/C(C#N)=N\Nc1cccc(Cl)c1	1%[57.5 µM]
CCSC(=S)Nc1c(C)n(C)n(-c2ccccc2)c1=O	4%
Cc1ccc(COC(=O)c2ccc3c(c2)C(=O)N(CCCN2CCOCC2)C3=O)cc1	-6%
Cc1ccc(OCc2nnc(NC(=O)c3cccnc3)s2)cc1	-2%[57.5 µM]
NNc1nc2c(F)cccc2s1	-2%
NC(N)=NS(=O)(=O)c1ccc(N=C2C(=O)Nc3ccccc32)cc1	-3%[57.5 µM]
Cc1c(C(=O)N(Cc2ccccc2)C(C)C)cnn1-c1ccccc1	-9%[57.5 µM]
CC(C)OCCCNC(=O)c1cc(Sc2ccc(F)cc2)nc2ccccc12	3%
Cc1cc(C)nc(N2CCC(C(=O)Nc3ccc4c(c3)OCCO4)CC2)n1	-2%
Cc1cc(=O)oc(C)c1C(=O)OC(C(=O)c1ccccc1)c1ccccc1 (stereo not drawn)	6%
COc1ccc(OC)c(C(=O)N2CCC(C(=O)c3ccc(F)cc3)CC2)c1	-1%
Clc1ccc2c(c1)C(N1CCNCC1)Cc1ccccc1S2 (stereo not drawn)	?
O=C(CC1C(=O)NCCN1Cc1cccc(Oc2ccccc2)c1)NCCc1ccccn1 (stereo not drawn)	-1%
CCn1c(C)nc2cc(C(=O)NNC(=O)Nc3ccc(Cl)cc3)ccc21	4%
C=CCNC(=O)C1CCN(c2cc(C)nc(-c3ccccc3)n2)CC1	1%
CN=c1scc(-c2cccs2)n1/N=C/c1ccccc1O	5%
Cc1cc(-c2ccccc2)oc(=O)c1NC(=O)c1ccccc1	-6%
Cc1[nH]nc2c1C(C(C)c1ccccc1)C(C#N)=C(N)O2 (stereo not drawn)	9%
CCOc1ccc(S(=O)(=O)N/N=C(\C)Cc2ccc(OC)cc2)cc1	5%
O=C(c1cnc2n(c1=O)CCS2)N1CCN(c2ccccc2Cl)CC1	-10%[57.5 µM]
O=C(Nc1ccccc1)Nc1cc(OCC(F)(F)F)cc(OCC(F)(F)F)c1	3%

Later entries.
SMILES	ERK EGF inh
NC(=O)[C@H]1CC2(CC(c3cccc(NC(=O)[C@H]4CCC(=O)N4)c3)=NO2)CN1C(=O)CC(c1ccccc1)c1ccccc1 (stereo partly drawn)	-12%[57.5 µM]
COc1ccc(/C=N/Nc2ncnc3sc4c(c23)CCCC4)cc1O	0%
O=C(/C=C/c1ccc(O)c(O)c1)NC(=O)c1ccccc1O	3%
CCOC(=O)c1c(NC(=O)c2cc(-c3ccc(O)cc3)on2)sc(C(C)=O)c1C	-3%
O=C1NC(=Nc2ccccc2)S/C1=C/c1cccs1	1%
CN1CCN(C(=O)C2=C[C@@H](c3ccccc3)C[C@@H](OCCCCO)O2)CC1	-4%[57.5 µM]
Cc1ccc2cc(C)c(SCC(=O)NCc3ccco3)nc2c1	0%
Cc1ccc2c(c1)nnn2C1CCN(CC(=O)N(c2ccccc2)c2ccccc2)CC1	2%[57.5 µM]
CCOc1ccc2nc(NCCCO)[nH]c2c1	9%
CC(C)(Oc1ccc(Cl)cc1)C(=O)N1CCC(C(N)=O)CC1	11%
N/C(CN1CCSCC1)=N\OCc1c(F)cccc1Cl	6%[57.5 µM]
CN(N=Nc1ccc([N+](=O)[O-])cc1)c1ccccc1	?
COCCN(CCOC)c1nc(C)nc2c1nc(-c1ccccc1)n2CCCN(C)C	-3%
Oc1ccc(C=NC2CCCCC2)c(O)c1	2%
O=C(COC(=O)c1cccs1)Nc1cccc(S(=O)(=O)NC2=NCCCCC2)c1	-4%
O=C(c1ccccc1-c1ccccc1)N1CCCCC1	-5%
CCOC(=O)C1(CCc2ccccc2)CCN(C(=O)c2cc(C)nc(C)n2)CC1	-7%[57.5 µM]
Cc1cc2nc(CCN3CCOCC3)n(S(=O)(=O)c3ccc(C(C)(C)C)cc3)c2cc1C	3%
CN(C)c1ccc(/C=C(\Cl)c2nc3ccccc3s2)cc1	16%
Cc1cc(Cl)ccc1C(=O)C1CCCN(C(=O)c2cc(C(C)C)no2)C1 (stereo not drawn)	-5%
COc1ccc(NC(=O)CCN2C(=O)C3CC=C(Cl)CC3C2=O)cc1 (stereo not drawn)	1%
COC(=O)N1CCC2(CCN(C(=O)Nc3ccc(OC)cc3)CC2)CC1	-15%
COc1ccc(CCN(C)Cc2nc(-c3cnccn3)no2)cc1OC	-6%[57.5 µM]
COc1ccc(CC(=O)Nc2ccc(OC(C)=O)cc2C(=O)O)cc1	2%[57.5 µM]
Cc1ccc(NC(=O)CCCN2C(=O)/C(=C/C=C/c3ccccc3)SC2=S)cc1	-9%
O=S(=O)(c1ccc(Cl)cc1)N1CCN=C1SCc1ccc(Cl)c(Cl)c1	-3%
CCCn1c(N2CCN(C)CC2)nc2c1c(=O)[nH]c(=O)n2C	6%
O=C(Nc1ccccc1F)c1cc2nc(C(F)F)cc(C(F)F)n2n1	4%
COc1ccc(N2CCN(C(=O)CCSCc3ccccc3F)CC2)cc1	2%
Oc1[nH]c2ccccc2c1N=NC(=S)NCCc1ccccc1	?
Cc1nc(N)c(Br)c(C)c1Br	-4%
O=C(CO/N=C1\CCCc2nonc21)Nc1ccc(Br)cc1	4%
C/C(=N\N=C(c1ccccc1)c1ccccc1)c1ccco1	-4%
O=C1CCc2c(ccc3ccccc23)O1	-10%
Cc1ccc(NC(=O)CCn2cnc3ccccc3c2=O)cc1Cl	1%
N/C(=N/O)c1cccn1Cc1ccccc1[N+](=O)[O-]	-6%
CSc1ccccc1NC(=O)CO/N=C(\C)c1cc2ccccc2o1	8%
O=C(Nc1ccc(Cl)cn1)Nc1ccc(Cl)cn1	1%
Cc1ccc(-c2csc(N/N=C/c3ccco3)n2)c(C)c1	6%
O=C1c2cccc(OCC(=O)N3CCCc4ccccc43)c2CCN1Cc1ccc(F)cc1	?
N/C(=N\OC(=O)Cc1cccs1)c1ccc([N+](=O)[O-])cc1	-6%
Nc1nonc1C(=O)NCCNC(=O)c1ccccc1F	3%
COc1cccc2sc(NNC(=O)C3=COCCO3)nc12	-3%
CCC(C(N)=O)c1ccccc1 (stereo not drawn)	3%
CS(=O)(=NS(=O)(=O)c1ccc(Cl)cc1)c1ccccc1 (stereo not drawn)	-8%[57.5 µM]
CN(C)/C=N/c1ncc(C(=O)c2ccc(Cl)cc2Cl)s1	0%
Cc1nn(C)c(C(=O)N/N=C/c2ccc(C(F)(F)F)cc2)c1[N+](=O)[O-]	13%
COc1ccccc1CNCC(=O)Nc1ccc(N2CCOCC2)cc1	5%
O=C1CSC(=Nc2ccccc2)N1Cc1ccccc1	-41%
COc1ccc(N2C(=O)CSC2c2ccccc2[N+](=O)[O-])cc1 (stereo not drawn)	4%
(list continues)
SMILES	ERK EGF inh
COC(=O)c1ccccc1N(C)S(=O)(=O)c1cc2c(cc1C)OCC(=O)N2	-8%
CCOC(=O)c1ccc2nc(NC(C)=O)sc2c1	1%
COCCn1nnnc1SCC(=O)NCc1ccc2c(c1)OCO2	-4%
COC(=O)c1ccccc1S(=O)(=O)N1CCn2cccc2C1C (stereo not drawn)	-7%
O=C(COC(=O)C1CC(O)CN1S(=O)(=O)c1ccc(Cl)cc1)c1cccc(Cl)c1 (stereo not drawn)	-4%
CC1CCCCC1NCc1cccc([N+](=O)[O-])c1 (stereo not drawn)	-7%
Cc1ccc(C)c(NC(=O)c2oc(=O)c3ccccc3c2-c2ccccc2)c1	5%
O=C(Nc1cccc(C(=O)O)c1)/C(=C\c1ccccc1)NC(=O)c1ccccc1	-11%[57.5 µM]
CO[C@@H]1CC[C@@]2(C)[C@@H](CC[C@@]3(C)[C@H]2CC=C2[C@H]4CC(C)(C)[C@H](O)[C@@H](OC(C)=O)[C@]4(CO)[C@H](O)C[C@]23C)[C@@]1(C)CO (tested in a mixture with another compound)	?

Two of these compounds, set out differently.
SMILES | ERK EGF inh
CCOC(=O)c1ccc2nc(NC(C)=O)sc2c1 | 1%
COCCn1nnnc1SCC(=O)NCc1ccc2c(c1)OCO2 | -4%

Only part of the results is shown; count on the stated rates, not on these rows.
